TbREL1 primary: TbREL1 inhibition, primary screen | TbREL1 RNA ligation, FRET fluorescence | 89,000 tested, 0.49% active | inhibition, % at 9.66 µM | P86926;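 active means inhibition above the mean inhibition across all screened compounds plus 3 SD, cut at about 11% in these data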;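 further: 0% = plate median of test wells and 100% = NSC42067 control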
Target sequence (P86926 whole entry, looked up): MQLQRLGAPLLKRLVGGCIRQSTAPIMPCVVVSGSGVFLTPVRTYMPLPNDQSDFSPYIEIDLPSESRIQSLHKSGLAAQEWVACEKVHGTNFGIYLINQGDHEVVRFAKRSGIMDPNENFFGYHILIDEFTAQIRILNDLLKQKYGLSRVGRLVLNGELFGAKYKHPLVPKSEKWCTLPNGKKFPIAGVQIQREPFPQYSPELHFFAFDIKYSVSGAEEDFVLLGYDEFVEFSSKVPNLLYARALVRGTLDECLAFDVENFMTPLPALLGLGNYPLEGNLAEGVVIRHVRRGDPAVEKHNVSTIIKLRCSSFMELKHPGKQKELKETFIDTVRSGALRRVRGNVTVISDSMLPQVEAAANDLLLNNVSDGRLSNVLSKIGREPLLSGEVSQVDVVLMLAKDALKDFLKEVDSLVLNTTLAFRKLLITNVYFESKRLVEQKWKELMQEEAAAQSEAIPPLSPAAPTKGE
An asterisk follows results filed as active.

TbREL1 primary	Molecule
-3	CNc1nc(N)c([N+](=O)[O-])c(Nc2ccccc2)n1
-1	CN(CC(=O)Nc1cccc2ccccc12)C(=O)c1cccc(S(=O)(=O)N(C)C)c1
4	O=C(COc1ccccc1)NCC(=O)N1CCCC(C(F)(F)F)C1 (stereo not drawn)
11	COc1ccc(-c2nc3ncccn3c2Br)cc1
-2	COc1ccc(S(=O)(=O)Nc2ccc(C)cc2)cc1OC
1	O=C(O)c1ccc(/C=N\Nc2ccc(S(=O)(=O)N3CCOCC3)cc2[N+](=O)[O-])cc1
2	CC1CCC(NC(=O)COC(=O)CCC(=O)c2ccc(Cl)s2)CC1 (stereo not drawn)
-1	CC(/C=N/NC(=O)CSc1nnc(SCc2ccc(C)cc2)s1)=C\c1ccco1
-1	COc1ccc(NC(C)=O)cc1S(=O)(=O)NC(Cc1ccccc1)C(=O)NCc1ccccc1C (stereo not drawn)
7	C/C(=N/Nc1cc(-c2ccccc2)nc(-c2ccccc2)n1)c1ccc(O)cc1
-2	O=C(NC1CC1)C1=C[C@H](c2csc3ccccc23)C[C@H](OCc2ccc(CO)cc2)O1
-3	COc1cc(OC)c2c(-c3cccc(-c4ccoc4)c3)cc(=O)oc2c1
2	CCC(Oc1ccccc1)C(=O)Nc1cc(Cl)ccc1-n1cncn1 (stereo not drawn)
-1	CCCCn1c(N)c(N(CCOC)C(=O)c2ccc(-c3cccc(C(F)(F)F)c3)o2)c(=O)[nH]c1=O
0	Cc1ccc(CNC(=O)CS(=O)Cc2nc(-c3ccccc3F)oc2C)cc1 (stereo not drawn)

Two successive entries out of the list so far, for reference:
TbREL1 primary	Molecule
-1	CCCCn1c(N)c(N(CCOC)C(=O)c2ccc(-c3cccc(C(F)(F)F)c3)o2)c(=O)[nH]c1=O
0	Cc1ccc(CNC(=O)CS(=O)Cc2nc(-c3ccccc3F)oc2C)cc1 (stereo not drawn)

Next part
TbREL1 primary	Molecule
1	COc1nc(Nc2ccc(-c3nc4ccccc4o3)cc2)nc(N2CCOCC2)n1
8	CCC(=O)Oc1ccc(-c2nc(-c3cccnc3)no2)cc1
3	Cc1cc(C)c(C#N)c(SCC(=O)NC(C)(C)C)n1
0	Cc1cc(NC(=O)C2CCCN(S(=O)(=O)c3c(C)noc3C)C2)no1 (stereo not drawn)
-2	OC(Cc1cccnc1)(Cc1cccnc1)c1cc2ccccc2[nH]1
7	Cc1ccccc1OCC(=O)N/N=C/c1cc2ccccc2nc1Cl
-1	COc1cc(C(=O)NCC(c2ccco2)N2CCCC2)ccc1OCc1c(C)noc1C (stereo not drawn)
-5	COc1cc2cc(CCCOC(=O)c3cc(OC)c(OC)c(OC)c3)oc(=O)c2cc1OC
1	O=C(Nc1ccc(Cl)c(Cl)c1)c1cccc2c1-c1ccccc1C2=O
-3	Cc1onc(-c2ccccc2)c1C(=O)Nc1ccc(OC(C)C)cc1
1	O=c1c2ccccc2c(-c2cccc(C(F)(F)F)c2)nn1-c1ccccc1
1	CC(C)(C)OC(=O)N1CCCC(C(=O)Nc2cccc(C(=O)N3CCCCC3)c2)C1 (stereo not drawn)
-1	Cc1nc(S(=O)(=O)Cc2ccccc2Cl)nc2c1CCC2
8	CN(C1=NS(=O)(=O)c2ccccc21)c1ccc(OC(=O)c2ccccc2F)cc1
-1	CC(=O)C1CCC2C3CCC4=CC(=O)C=CC4(C)C3CCC12C (stereo not drawn)

Gathered by group: the entries above containing a thiophene ring, fused or not (2)
TbREL1 primary	Molecule
2	CC1CCC(NC(=O)COC(=O)CCC(=O)c2ccc(Cl)s2)CC1 (stereo not drawn)
-2	O=C(NC1CC1)C1=C[C@H](c2csc3ccccc23)C[C@H](OCc2ccc(CO)cc2)O1

Additional records.
TbREL1 primary	Molecule
3	CCN(CC)S(=O)(=O)c1ccc(N2CCOCC2)c(NC(=O)CSCc2c(C)noc2C)c1
1	COc1ccc(S(=O)(=O)NCC(=O)N2CCN(c3ccccn3)CC2)c(OC)c1
-2	COc1ccc(CNC(=O)CN(c2cc(C)cc(C)c2)S(=O)(=O)c2c(C)noc2C)cc1
1	O=S(=O)(NCc1cn2ccccc2n1)c1cccs1
3	CC1=C(C(=O)Nc2ccc(F)cc2)C(c2cccc(C)c2)n2nc(CCCO)nc2N1 (stereo not drawn)
1	COc1ccc(C(=O)c2nc3c(n2O)CCCC3)cc1OC
-2	COC(=O)c1ccc(C2C(Oc3ccc(OC)cc3)C(=O)N2CCc2ccc(OC)c(OC)c2)cc1 (stereo not drawn)
3	NC(=O)c1ccc[n+](CCC[n+]2cccc(C(N)=O)c2)c1
-1	O=C(COC(=O)c1cc(S(=O)(=O)N2CCCCC2)ccc1N1CCOCC1)c1ccccc1
5	O=C(Nc1nnc(-c2ccccc2)o1)Nc1ccccc1Cl
-1	CSc1ccc(S(=O)(=O)NCC(=O)OCC(=O)N(C)C2CCCCC2)cc1[N+](=O)[O-]
1	COc1ccc(C(=O)NC(Nc2ccccc2)C(Cl)(Cl)Cl)cc1 (stereo not drawn)
-6	CCOc1cc(N2CCOCC2)c(OCC)cc1NC(=O)Cc1ccc(OC)c(OC)c1
0	O=C(NCCC(=O)N1CCC2(CC1)NCCc1[nH]cnc12)c1cccc(Br)c1
8	O=C(CSc1ncn[nH]1)Nc1ccc(S(=O)(=O)Nc2ncccn2)cc1
1	CCOC(=O)N1CCN(C(=O)CCc2c(C)nc3c(c(C)nn3-c3ccc(C)c(C)c3)c2C)CC1
-4	O=C(Cn1c(=O)cnc2ccccc21)N1CCN(S(=O)(=O)c2ccc(F)cc2)CC1
4	COc1cccc(N(Cc2nnc3n2CCCCC3)C(=O)Nc2ccccc2)c1
0	CC1CCC(C(=O)NC(C(=O)NCc2cccnc2)C(C)C)CC1 (stereo not drawn)
-1	NNC(=O)c1nc2ccccc2s1
1	CC1CCc2c(sc(NC(=O)COC(=O)c3ccc(NC(=O)CC#N)cc3)c2C#N)C1 (stereo not drawn)
1	O=C(Cn1nc(-c2ccccc2)ccc1=O)NCCc1ccccc1F
6	Cc1ccc(NC(=O)CS(=O)CC(=O)NCCCc2ccccc2)cc1Cl (stereo not drawn)
-3	S=C(NCCc1ccccc1)Nc1ccc(Br)cn1
-1	ONC(=Nc1ccccc1)c1ccccc1Cl
-3	OCCC1CN(Cc2cn[nH]c2C2CCCCC2)CCN1Cc1ccccc1 (stereo not drawn)
1	CCNC(=O)Nc1cc(OC)c(OC)cc1C(=O)O
4	Clc1ccc(-c2nnc(NC3=NCCCCC3)o2)cc1
-6	COc1ccccc1C(=O)NC(CCSC)C(=O)OCC(=O)N1CCN(S(=O)(=O)c2ccc(C)cc2)CC1 (stereo not drawn)
-1	COC(=O)c1ccc(S(=O)(=O)N2CCOCC2)o1

By substructure, the entries above containing a CF3 group
TbREL1 primary	Molecule
4	O=C(COc1ccccc1)NCC(=O)N1CCCC(C(F)(F)F)C1 (stereo not drawn)
-1	CCCCn1c(N)c(N(CCOC)C(=O)c2ccc(-c3cccc(C(F)(F)F)c3)o2)c(=O)[nH]c1=O
1	O=c1c2ccccc2c(-c2cccc(C(F)(F)F)c2)nn1-c1ccccc1

(list continues)
TbREL1 primary	Molecule
9	Nc1nc(C(F)(F)F)c(Br)c(=O)n1N
6	CCC[C@H]1[C@@H](OC(=O)N2CCCC2)CC[C@@]23CCCN2C(=O)CCC[C@@H]13
2	COc1ccc(N2CC(C(=O)Nc3nnc(SCC(=O)N4CCCC4)s3)CC2=O)cc1 (stereo not drawn)
5	COc1ccc(/C=C(\NC(=O)c2ccco2)C(=O)NC(Cc2ccccc2)C(=O)O)cc1 (stereo not drawn)
-5	COC(=O)[C@@]12CCCCC=C1N(CCc1ccc(Cl)cc1)C(=O)[C@H]2CC(=O)NCc1ccc(C)o1
0	COc1ccc(N2CC(NC(=O)N3CCN(C(=O)c4ccco4)CC3)CC2=O)cc1OC (stereo not drawn)
-1	CC1(c2nnc(-c3ccncc3)o2)CC(c2ccc([N+](=O)[O-])cc2)=NO1 (stereo not drawn)
-1	Cc1ccc(S(=O)(=O)Nc2ccc(N(C)S(=O)(=O)c3ccc(C)cc3)cc2)cc1
-1	O=C(Nc1ccccc1C(=O)NCc1ccccc1)c1ccco1
-1	Cc1cc(C)nc(NS(=O)(=O)c2ccc(NC(=O)c3ccc(N4C(=O)CCC4=O)cc3)cc2)n1
3	COC(=O)CCCn1cc(CN2CC(N3CCN(Cc4cccc(C)c4)CC3)CS2(=O)=O)nn1 (stereo not drawn)
-2	O=C(Cn1c(=O)[nH]c2ccsc2c1=O)N1CCN(c2ccc(F)cc2)CC1
-3	COc1ccc(N(CC(=O)Nc2cccc(C(=O)O)c2)S(=O)(=O)c2c(C)noc2C)cc1
-5	CCCCn1nnnc1C(c1cc2ccccc2o1)N1CCN(c2c(C)cccc2C)CC1 (stereo not drawn)
0	COC(=O)/C=C1/N/C(=N\c2nc(C)cc(C)n2)N(c2ccccc2)C1=O

An excerpt from above in order of count of non-hydrogen atoms, ascending.
TbREL1 primary	Molecule
-1	O=C(Nc1ccccc1C(=O)NCc1ccccc1)c1ccco1
-1	CC1(c2nnc(-c3ccncc3)o2)CC(c2ccc([N+](=O)[O-])cc2)=NO1 (stereo not drawn)
-1	Cc1ccc(S(=O)(=O)Nc2ccc(N(C)S(=O)(=O)c3ccc(C)cc3)cc2)cc1
5	COc1ccc(/C=C(\NC(=O)c2ccco2)C(=O)NC(Cc2ccccc2)C(=O)O)cc1 (stereo not drawn)
-5	CCCCn1nnnc1C(c1cc2ccccc2o1)N1CCN(c2c(C)cccc2C)CC1 (stereo not drawn)
3	COC(=O)CCCn1cc(CN2CC(N3CCN(Cc4cccc(C)c4)CC3)CS2(=O)=O)nn1 (stereo not drawn)
-5	COC(=O)[C@@]12CCCCC=C1N(CCc1ccc(Cl)cc1)C(=O)[C@H]2CC(=O)NCc1ccc(C)o1

(continued)
TbREL1 primary	Molecule
1	O=C(Nc1cccc(-c2nc3cc(Cl)ccc3o2)c1)C1CCCO1 (stereo not drawn)
-2	Cc1sc2nc(CN3CCCC3)nc(N3CCC(C(N)=O)CC3)c2c1C
-2	COc1ccc2oc(C(=O)OC(C)C(=O)Nc3ccc(N4CCOCC4)cc3)c(C)c2c1 (stereo not drawn)
-1	COc1cc(C(=O)Nc2ccccc2-c2nnn(CC(N)=O)n2)cc(OC)c1OC
-2	Cc1ccc(S(=O)(=O)Cc2ccc(C(=O)N3CCN(Cc4ccccc4)CC3)o2)cc1
0	NC(=O)C1CCN(CC(O)CSc2ccccc2)CC1 (stereo not drawn)
2	CCn1c(SCC(=O)Nc2ccc(N3CCOCC3)cc2)nnc1-c1ccncc1
2	O=C(C1CCCN1S(=O)(=O)c1cccs1)N1CCc2ccccc2C1 (stereo not drawn)
3	COc1ccc(-c2cc(C(=O)O)c3sc(N4CCCCC4)nc3n2)cc1OC
-1	CN(C)S(=O)(=O)c1ccc(C(=O)NCCc2ccco2)cc1
0	COC(=O)NNC(=O)/C=C/c1ccccc1
0	O=C(COc1ccccc1Cl)NCCNC(=O)c1ccco1
3	Clc1ccc(-c2cnnc(-c3ccccn3)n2)cc1
2	CC(=O)Nc1ccc(Oc2ccc(NC(C)=O)c(NC(C)=O)c2)cc1
-3	CCO[C@H]1OC(C(=O)NCc2ccccc2)=C[C@@H](c2coc3ccccc3c2=O)[C@@H]1CCCO
-2	CCOC(=O)C1C(=O)NC(c2ccccc2)=NC1c1ccccc1 (stereo not drawn)
-1	CN(C)c1ccc(C=Nc2cnn(C)c2C(N)=O)cc1
-1	C(=N\c1nc2ccccc2n1CCN1CCCCC1)/c1cccs1
-3	O=C(O)c1ccc(C=Nn2c(-c3ccc(F)cc3)n[nH]c2=S)cc1
-5	Cc1ccc(-n2c(SCC(=O)c3ccc4ccccc4c3)nnc2-c2cccnc2)cc1
-1	C=C(C)c1cccc(C(C)(C)NC(=O)N2CC(C)OC(C)C2)c1 (stereo not drawn)
2	CCc1ccccc1NC(=O)CSc1n[nH]c(-c2cccnc2)n1
-2	CN1C(C(=O)NCc2cccc(Br)c2)CC2Cn3c(nc4cc5ccccc5cc43)C21 (stereo not drawn)
3	N#Cc1cccc(-c2cn(S(=O)(=O)c3ccc(Cl)cc3)nc2N)c1
2	CCOc1ccc(C(=O)Nc2nc(C)cc(C)n2)cc1[N+](=O)[O-]
2	CC(=O)N1CCc2cc(Br)cc(S(=O)(=O)NCC3CCCO3)c21 (stereo not drawn)
0	O=C(OCC(=O)N1CCCC1)c1ccccc1O
3	CCOC(=O)C1CCN(C(=O)c2cc3c(s2)-c2ccccc2OC3)CC1
4	COc1ccc(-c2nc3ccccc3c(=O)n2Cc2ccccc2)cc1COc1ccc(NC(C)=O)cc1
-1	CCO/C(C)=N/Oc1cc(OC)cc(OC)c1
-5	CN(C)CCn1c(=O)n(-c2cccc(Cl)c2)c(=O)c2c3c(sc21)CCCCC3
1	CCn1nnc(NC(=O)c2cccc(-c3cc4ccccc4oc3=O)c2)n1
-2	CN(CCc1ccccc1)C(=O)c1cccc(NC(=O)Cc2cccc(NC(=O)C3CCN(C(=O)C4CCCCC4)CC3)c2)c1
-1	Cn1cccc1/C=C1\SC(=O)N(c2ccccc2)C1=O
0	Cc1nnc(NC(=O)c2cccc(S(=O)(=O)N3CCOCC3)c2)s1
-1	COc1ccc(NC(=S)NN2CCN(C)CC2)cc1OC
-2	O=C(CN1CCSC1=O)Nc1ccc(N2CCOCC2)cc1
-3	CC12CCC(=O)N1C(C(=O)N1CCN(c3ccccc3)CC1)CS2 (stereo not drawn)
-2	Cc1nn(-c2ccccc2)c2c1C(c1ccncc1)C(C#N)=C(N)O2 (stereo not drawn)
3	C#CCNC(=O)C[C@@H]1C[C@@]2(C(=O)OCC)CCC=C2N(Cc2ccco2)C1=O
2	CCC/C=C(\CCC)C(NS(=O)(=O)c1cccc2cccnc12)c1ccc(C(=O)OC)cc1 (stereo not drawn)
0	CCCCNC(=O)C[C@@H]1C[C@@]2(C(=O)OC)CCCCC=C2N(Cc2ccc3c(c2)OCO3)C1=O
2	COC(=O)c1ccc2c(c1)nc(C)n2CCO
-4	Cc1cccc(Nc2ccccc2C(=O)OCC(=O)N2CCOCC2)c1C
3	COCCSc1nnc(NS(=O)(=O)c2ccc(C)cc2)s1
-4	CCc1ccc(N(C(=O)c2csnn2)C(C(=O)NC(C)(C)C)c2ccccn2)cc1 (stereo not drawn)
-3	CCCCCC(=O)N1C[C@H](O)[C@@H](n2cc(COC(=O)c3ccccc3)nn2)C[C@@H]1c1ccc(OC)cc1
-1	CCOc1ccccc1NC1=NC2CS(=O)(=O)CC2S1 (stereo not drawn)

Assay outcomes: PubChem BioAssay, The Scripps Research Institute Molecular Screening Center

Some of the compounds tested. The share of hits here may be higher or lower than overall.
